Xi reactivation: activators of inactive X chromosome reactivation, primary screen, imaging, XiGFP fibroblasts, GFP high-content imaging, set 2; XiGFP mouse fibroblasts, % GFP-positive cells imaging, 3 d; cells co-treated with 5-aza-dC sensitizer; scaled so ellipticine positive control = 100%; activation, % at 7.58 µM; actives 0.055% (n = 360,000); AID 743238, 2013;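 active means mean normalized replicate activation at least 10% and every replicate at or above 10%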;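 further: 0% = median of on-plate neutral control wells and 100% = ellipticine 6 µM median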
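Material: XiGFP fibroblasts, SV40-immortalized. Buffer or medium: DMEM plus 5-aza-dC sensitizer. Compound: single concentration per compound, delivered by pin transfer. Times: 3 days compound exposure. Controls: ellipticine 6 µM.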
ARNT-TACC3 inh: disruptors of ARNT/TACC3 protein interaction, primary screen, biochemical, AlphaScreen, single concentration; Transforming acidic coiled-coil-containing protein 3 (Homo sapiens), Q9Y6A5; AlphaScreen His-ARNT PAS-B/GST-TACC3 binding, luminescence; TACC3 fragment carries E629A point mutation; inhibition, % at 9.99 µM; actives 0.66% (n = 390,000);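 active means mean inhibition of replicates at least 50% and at least half of replicates each reaching 50%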;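 further: 0% = complete ARNT plus TACC3 wells and 100% = ARNT alone without TACC3; many hits fall short of the cut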
RAD54 branch: inhibitors of human RAD54 branch migration, primary screen, biochemical, fluorescence, single point; RAD54 Holliday junction branch migration, FAM/BHQ fluorescence; inhibition, % at 10.4 µM; actives 0.14% (n = 360,000); DNA repair and recombination protein RAD54-like (Homo sapiens), Q92698;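 active means mean normalized replicate activity at least 40 and at least half of replicates scoring 40 or more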;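 further: 0% = median of neutral control wells and 100% = median of positive control wells; inhibitors cause a drop in the FAM fluorescence signal; in these data hits start at about 50%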
esBAF inh: Bmi1 luciferase reporter increase in mESCs, primary screen, esBAF inhibitor project, mouse ES cells, Bmi1 luciferase knock-in, single point. 24 h; 100% = twice the neutral-well signal. reporter increase, % at 12.5 µM. actives 2% (n = 350,000). AID 602393, 2012; in the data active means activation above about 40%;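 further: 0% = median of the plate's neutral control wells and 100% = double that signal; a rise in the Bmi1 reporter signal indicates esBAF inhibition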
GSIS activator: GLuc luminescence reporter in INS-1E cells, primary screen for activators of glucose-dependent secretion of insulin; INS-1E GLuc reporter insulin secretion, 2-3 h; activation, % at 16.6 µM; actives 0.61% (n = 370,000);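 active means lowest replicate activation of at least 40%, so every replicate reaches that level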;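 further: 0% = median of neutral control wells and 100% = median of IBMX positive control wells; some compounds called inactive have numbers as strong as hits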
F508del corr: F508del CFTR correction, initial screen, CFBE line, single point | CFBE cells, YFP halide quenching; stimulated with forskolin plus potentiator P3; % fluorescence drop versus neutral controls | activity (quench increase), % at 7.58 µM | actives 0.36% (n = 350,000) | AID 720511, 2013;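 active means mean added fluorescence quench of at least 8% versus neutral control, with both replicates also reaching 8%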;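 further: cells transiently co-express mutant CFTR-F508del with the halide-sensitive YFP; corrector assay measuring rescue of mutant channel to the surface after 24 h compound exposure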
ERAP1 HTS inh: human ERAP1 aminopeptidase inhibitors, primary screen, biochemical, single point, plate reader. Endoplasmic reticulum aminopeptidase 1 (Homo sapiens), Q9NZ08. recombinant ERAP1, Leu-AMC fluorescence, 60 min. inhibition, % at 10.7 µM. actives 0.15% (n = 340,000). AID 652197, 2013;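 active means mean replicate inhibition of at least 30%, or all replicates individually reaching that 30% level; inactive means mean below 30% and not every replicate reaching it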;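 further: 0% = neutral control wells and 100% = L-leucinethiol positive control wells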
Target sequence (Q9NZ08 whole entry, looked up): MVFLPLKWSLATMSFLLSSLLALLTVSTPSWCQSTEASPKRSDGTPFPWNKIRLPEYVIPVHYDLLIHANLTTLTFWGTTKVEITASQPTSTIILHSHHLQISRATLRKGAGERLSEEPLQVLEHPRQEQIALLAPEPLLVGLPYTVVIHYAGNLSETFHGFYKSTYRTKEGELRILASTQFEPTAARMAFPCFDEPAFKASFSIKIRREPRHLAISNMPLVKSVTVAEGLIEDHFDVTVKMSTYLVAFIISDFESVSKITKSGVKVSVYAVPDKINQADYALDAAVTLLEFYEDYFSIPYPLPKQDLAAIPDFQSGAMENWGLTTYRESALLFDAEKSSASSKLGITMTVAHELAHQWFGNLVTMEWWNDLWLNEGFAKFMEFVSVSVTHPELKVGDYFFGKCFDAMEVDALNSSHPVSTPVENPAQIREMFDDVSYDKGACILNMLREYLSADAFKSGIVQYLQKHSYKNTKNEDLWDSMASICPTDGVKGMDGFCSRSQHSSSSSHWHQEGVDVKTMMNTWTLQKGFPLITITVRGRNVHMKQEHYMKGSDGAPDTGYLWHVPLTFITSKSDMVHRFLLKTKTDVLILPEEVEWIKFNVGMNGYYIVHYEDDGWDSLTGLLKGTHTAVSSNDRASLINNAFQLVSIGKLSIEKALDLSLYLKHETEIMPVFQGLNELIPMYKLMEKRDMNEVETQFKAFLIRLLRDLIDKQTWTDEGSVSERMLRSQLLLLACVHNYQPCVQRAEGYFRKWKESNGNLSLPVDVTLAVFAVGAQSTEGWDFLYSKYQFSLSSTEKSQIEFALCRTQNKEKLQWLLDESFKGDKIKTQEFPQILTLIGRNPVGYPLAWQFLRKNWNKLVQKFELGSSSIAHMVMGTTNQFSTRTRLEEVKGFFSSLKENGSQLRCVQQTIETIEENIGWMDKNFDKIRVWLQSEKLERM
RAD52 anneal inh: RAD52 DNA annealing inhibitors, primary screen, biochemical, FRET, single point, set 2. inhibition, % at 18.7 µM. recombinant RAD52 DNA annealing, FRET fluorescence. DNA repair protein RAD52 homolog (Homo sapiens), P43351. actives 0.46% (n = 360,000);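 active means every replicate showing at least 50% inhibition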
The depositor's hits bear a star; x = not tested or not shown; & = joins results of further samples.

SMILES	Xi reactivation	ARNT-TACC3 inh	RAD54 branch	esBAF inh	GSIS activator	F508del corr	ERAP1 HTS inh	RAD52 anneal inh
Cc1ccccc1Cc1ccc(Cl)nn1	0.0	-3	x	x	-3	-0.6	1	0
CSCc1cc(N2CCOCC2)nc(SCc2ccc(Cl)c(Cl)c2)n1	x	-5	1	-2	-14	x	-2	-70
N#Cc1ccccc1S(=O)(=O)c1ccccc1C(=O)Nc1ccccc1	0.0	-3	-2	-6	-12	-0.4	-4	-18
C/C=C/c1cnc2c(c1)C(=O)N([C@H](C)CO)C[C@@H](C)[C@@H](CN(C)Cc1ccccc1)O2	0.4	4	9	0	-5	-2.5	0	-1
COc1ccc(Cl)cc1NC(=O)c1ccc2c(SCC(=O)O)c3c(nc2c1)CCCC3	0.2	8	-5	-2	7	0.0	-5	-23
O=C(COc1ccc(S(=O)(=O)NC2CCCCC2)cc1Cl)Nc1ccc2c(c1)OCO2	x	1	12	1	-12	x	x	x
C[C@@H]1CCCCO[C@H](CN(C)CC2CCCCC2)[C@H](C)CN([C@H](C)CO)C(=O)c2cc(NS(=O)(=O)c3ccccc3)ccc2O1	-0.1	5	5	2	-10	5.8	-1	28
CC(C)C(=O)Nc1ccc(C(=O)NNC(=O)CCc2ccccc2)cc1	0.2	-2	7	x	-12	x	0	-5
CCCCCCCNC(=O)C1(CC2CC(c3cccc(Br)c3)=NO2)CCN(C(=O)C2(C)CC2)CC1 (stereo not given)	0.0	-2	-6	0	-23	-2.8	-1	-10
COC(=O)[C@@]12C[C@@H](CC(=O)NCc3ccc(C)o3)C(=O)N(Cc3cccc4ccccc34)C1=CCC(C)(C)C2	0.0	x	x	x	x	-3.0	-2	-10
CC(C)CC#Cc1ccc2c(c1)O[C@H](CN(C)Cc1cccc(F)c1)[C@@H](C)CN([C@@H](C)CO)S2(=O)=O	-1.2	1	2	0	-20	-3.7	2	1
COc1ccc(/C=N/OCC(=O)NCC(C)C)c(OC)c1	0.5	1	3	0	-2	1.2	19	-5
C[C@H](CO)N1C[C@H](C)[C@H](CN(C)C(=O)Nc2cccc3ccccc23)OCCCC[C@H](C)Oc2ccc(NC(=O)CCC(F)(F)F)cc2C1=O	0.0	7	5	35	6	0.4	x	x
COc1ccc(CN(C)C[C@H]2OCCCC[C@@H](C)Oc3ccc(NS(=O)(=O)c4cn(C)cn4)cc3C(=O)N([C@@H](C)CO)C[C@H]2C)cc1	0.0	0	-2	1	6	-1.0	-6	18
C[C@H]1CN([C@@H](C)CO)C(=O)CCCn2nncc2CO[C@H]1CN(C)S(=O)(=O)c1ccc2ccccc2c1	0.0&-0.8	3&-2	7&-9&10	0&0&5	1&-4	2.3&-3.6&0.9	0&0&0	-2&6&0
C[C@@H]1CN([C@@H](C)CO)C(=O)c2cccc(NS(=O)(=O)c3cccs3)c2O[C@@H]1CN(C)Cc1ccc(Oc2ccccc2)cc1	-0.1	2	-3	16	-15	-2.1	-2	-3
C[C@@H]1CN([C@H](C)CO)C(=O)Cc2cc(NC(=O)C3CCCCC3)ccc2O[C@H]1CN(C)Cc1ccncc1	0.0	2	1	-1	1	-0.3	1	-3
c1ccc(-c2ccc(Oc3cc(N4CCOCC4)nc(-c4ccccc4)n3)cc2)cc1	x	-5	-4	-2	-14	x	x	x
CCOc1ccc(NS(=O)(=O)c2c(C)nc3sc(CC)nn3c2=O)cc1	-0.1	-2	8	-7	4	-4.4	1	-10
COc1ccc(-c2nc(NC(=O)C3CC(=O)N(c4ccc5c(c4)OCCO5)C3)sc2C)cc1 (stereo not given)	-0.1	-23	x	x	-14	6.3	2	-22
COc1ccc(NC(=O)CSc2nc3ccccc3c(=O)[nH]2)cc1S(N)(=O)=O	0.3	3	0	-5	-7	2.7	4	-6
O=C(NCCN1CCN(c2ccccc2)CC1)c1cccn2c(=O)c3cc(Cl)ccc3nc12	x	0	-3	-4	-18	x	x	x
CN1CCC(N(C)C(=O)c2cc(-c3ccc(F)cc3)nc3ccccc23)CC1	0.1	3	-2	3	15	-3.6	0	-16
O=C(O)CN1C(=O)S/C(=C\c2cccnc2)C1=O	0.0	12	x	x	3	-0.3	-1	-12
COc1ccccc1NS(=O)(=O)c1cc([N+](=O)[O-])ccc1N/N=C/c1c(C)[nH]c2ccccc12	x	-13	17	3	-29	x	x	x

3 entries out of the list above, arranged by the number in F508del corr, descending:
SMILES,ARNT-TACC3 inh,esBAF inh,GSIS activator,F508del corr,ERAP1 HTS inh,RAD52 anneal inh
COc1ccc(NC(=O)CSc2nc3ccccc3c(=O)[nH]2)cc1S(N)(=O)=O,3,-5,-7,2.7,4,-6
C[C@@H]1CN([C@H](C)CO)C(=O)Cc2cc(NC(=O)C3CCCCC3)ccc2O[C@H]1CN(C)Cc1ccncc1,2,-1,1,-0.3,1,-3
C/C=C/c1cnc2c(c1)C(=O)N([C@H](C)CO)C[C@@H](C)[C@@H](CN(C)Cc1ccccc1)O2,4,0,-5,-2.5,0,-1

Later entries.
SMILES	Xi reactivation	ARNT-TACC3 inh	RAD54 branch	esBAF inh	GSIS activator	F508del corr	ERAP1 HTS inh	RAD52 anneal inh
COc1ccc(S(=O)(=O)Nc2cccc3c2O[C@@H](CN(C)C(=O)Nc2ccc(F)cc2)[C@H](C)CN([C@@H](C)CO)C3=O)cc1	-0.5	-2	0	2	0	-0.6	-1	3
C[C@H]1ON(c2ccc(C(=O)OC(C)(C)C)cc2)[C@@H](c2ccc(O)cc2)[C@@H]1C(=O)N1C(=O)OC[C@@H]1c1ccccc1	x	6	0	x	x	-2.1	-1	6
O=C(Nc1ncn[nH]1)c1cc([N+](=O)[O-])ccc1Cl	0.2	13	-4	-6	21	-0.2	2	-154
COc1ccc(S(=O)(=O)Nc2ccc3c(c2)C(=O)N([C@@H](C)CO)C[C@H](C)[C@@H](CN(C)C(=O)NC(C)C)O3)cc1	-0.2	x	x	-5	0	2.1	x	x
O=C(OCC(=O)N1CCCC1)c1cc(F)c(F)cc1Cl	0.1	-5	3	8	1	4.3	-6	3
CN(Cc1ccc(Cl)cc1Cl)C(=O)CNC(=O)c1ccc2c(c1)OCO2	-0.1	18	x	x	-17	2.4	-2	-13
CN(C)S(=O)(=O)c1ccc(-c2csc(N/N=C/c3ccc(O)cc3)n2)cc1	0.7	-5	x	-76	-7	-4.6	-2	-24
CCCC#Cc1cnc2c(c1)C(=O)N([C@@H](C)CO)C[C@H](C)[C@@H](CN(C)C(=O)Cc1ccccc1)O2	1.2	-3	1	1	-32	-1.0	-2	-21
O=C(C[C@H]1CC[C@H]2[C@@H](COC[C@@H](O)CN2Cc2cccc(-c3ccncc3)c2)O1)N1CCN(c2ccccc2)CC1	-0.1	11	-2	15	-28	-2.5	-1	16
N#Cc1ccc(C(=O)Nc2cccc3cccnc23)c(F)c1	0.2	-4	x	x	7	0.4	0	-6
CC(C)COC(=O)C1C2C=CC3(CN(C(C)c4ccc(Br)cc4)C(=O)C13)O2 (stereo not given)	0.2	0	-11	15	-6	0.0	-2	-1
COc1ccc(N2Cc3ccccc3C2=O)cc1	0.2	-9	-7	-14	-4	2.5	2	-11
Cc1ccc(S(=O)(=O)N2CCOC2CNC(=O)C(=O)NCc2cccnc2)cc1 (stereo not given)	0.3	-3	-15	-6	-1	-1.8	3	5
COc1cc2cnc(-c3ccccc3)c(-c3cccc(C(F)(F)F)c3)c2cc1OC	0.1	-2	7	3	0	0.2	0	-6
O=C(C1CCN(S(=O)(=O)c2cccc3cccnc23)CC1)N1CCCCC1	0.0	-2	8	0	-2	0.0	-1	-1
S=C(Nc1ccc(Nc2ccccc2)cc1)Nc1ccccn1	0.0	x	x	x	6	-0.4	-3	-14
Cc1ccc(-n2nnnc2CCl)cc1	-0.1	-6	x	x	31	-3.2	-1	-7
CC(C)NC(=O)N1[C@@H]2CNC[C@H]1C2c1ccc(-c2ccccc2)cc1 (stereo not given in full)	0.1&0.1	x	x	x	-1&-6	0.4&-3.5	2&1	4&1
NCCCC[C@H](N[C@@H](CCc1ccccc1)C(=O)O)C(=O)N1CCC[C@H]1C(=O)O	-0.1&0.0	0&-6	-7&-4	-4&-1	21	-5.4&-0.8	0&1	-1&-5
C[C@H](CO)N1C[C@H](C)[C@@H](CN(C)Cc2ccc(-c3ccccc3)cc2)Oc2c(NS(=O)(=O)c3ccc(Cl)cc3)cccc2C1=O	-1.1	8	-3	-6	-4	1.2	1	-2
C[C@H](CO)N1C[C@H](C)[C@@H](CN(C)Cc2ccc3c(c2)OCO3)Oc2c(NS(C)(=O)=O)cccc2C1=O	0.1&0.1	9&-1	2&-14	1&0	-11&4	-1.3&0.2	2&1	4&-18
COc1ccccc1CCn1cnc(-c2ccccc2OC)c1C(C)C	0.0	x	x	x	x	-3.8	-1	-8
CN(C)c1ccc(C(O)Cc2nc3ccccc3n2C)cc1 (stereo not given)	0.3	-4	-2	-25	34	-1.1	0	-3
O=C(Nc1ccnc(=O)[nH]1)c1sc2ccccc2c1Cl	-0.2	-5	1	-13	26	0.9	2	-19
Cn1ccc2c(-c3ccc4c(c3)OCCO4)cc3c(c21)C1CCC3C1 (stereo not given)	1.6	x	-4	2	9	0.5	10	-14

Shown in markdown: part of the list above.
| Compound | Xi reactivation | ARNT-TACC3 inh | RAD54 branch | esBAF inh | GSIS activator | F508del corr | ERAP1 HTS inh | RAD52 anneal inh |
| --- | --- | --- | --- | --- | --- | --- | --- | --- |
| COc1ccc(S(=O)(=O)Nc2cccc3c2O[C@@H](CN(C)C(=O)Nc2ccc(F)cc2)[C@H](C)CN([C@@H](C)CO)C3=O)cc1 | -0.5 | -2 | 0 | 2 | 0 | -0.6 | -1 | 3 |
| COc1cc2cnc(-c3ccccc3)c(-c3cccc(C(F)(F)F)c3)c2cc1OC | 0.1 | -2 | 7 | 3 | 0 | 0.2 | 0 | -6 |
| C[C@H](CO)N1C[C@H](C)[C@@H](CN(C)Cc2ccc(-c3ccccc3)cc2)Oc2c(NS(=O)(=O)c3ccc(Cl)cc3)cccc2C1=O | -1.1 | 8 | -3 | -6 | -4 | 1.2 | 1 | -2 |
| COc1ccc(N2Cc3ccccc3C2=O)cc1 | 0.2 | -9 | -7 | -14 | -4 | 2.5 | 2 | -11 |

Remaining list, next part
SMILES	Xi reactivation	ARNT-TACC3 inh	RAD54 branch	esBAF inh	GSIS activator	F508del corr	ERAP1 HTS inh	RAD52 anneal inh
COc1ccccc1CCNC(=O)C1(C)CC1(Cl)Cl (stereo not given)	0.2	-4	-7	-8	48	-1.4	4	-10
CCOC(=O)C1=C[C@@H](C(C)(C)C)N(S(=O)(=O)c2ccc(C)cc2)[C@H]1c1ccc(C#N)cc1	0.3	x	-3	-12	14	0.4	1	-14
CCOC(=O)c1c(C)[nH]c(C(=O)N/N=C\c2ccccc2O)c1C	0.1	2	9	x	-12	21*	-1	-8
CO[C@H]1CN(C)C(=O)c2ccc(NC(=O)C3CC3)cc2OC[C@@H](C)N(C(=O)c2ccncc2)C[C@H]1C	0.2	4	4	0	-4	0.3	7	5
Cc1cc(C)cc(-n2nnn(C3C/C(=N/NC(N)=S)C4OCC3O4)c2=S)c1 (stereo not given)	0.3	7	-5	-4	-10	0.3	9	-18
O=C(CCCOc1ccccc1)Nc1ccccc1C(F)(F)F	0.1	-9	x	6	6	x	x	x

Bioassay records from PubChem.
